# High-throughput results from PubChem.
# PPARg SRC-3 ag: agonists of human PPARgamma SRC-3 coactivator recruitment. biochemical PPARgamma/SRC-3 coactivator recruitment assay. activation, % at 8 µM. hit rate 0.26% among 200,000. AID 731; in the data active = activation above about 23%;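 note: 0% = DMSO and 100% = reference agonist; some compounds past the cut are filed as inactive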
# PPARg SRC2 recr: promotes SRC-2 coactivator recruitment by human PPARgamma. PPARgamma LBD-SRC-2 recruitment, biochemical. activation, % at 8 µM. hit rate 0.34% among 200,000. AID 1032. P37231; in the data active = activation above about 22%;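 note: 0% = vehicle and 100% = reference agonist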
# PPARg SRC1 recr: promotes SRC-1 coactivator recruitment by human PPARgamma; activation, % at 8 µM; P37231; hit rate 0.41% among 200,000; PPARgamma-SRC-1 coactivator recruitment biochemical assay; in the data active = activation above about 19%;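 note: 0% = DMSO and 100% = reference agonist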
# S1P3 antagonist: antagonists of human S1P3 receptor. Q99500. inhibition, % at 4.98 µM. CHO S1P3 NFAT-BLA reporter, FRET fluorescence, antagonist mode. AID 485. hit rate 0.27% among 170,000;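 active = inhibition above the plate cutoff, the mean inhibition of test wells on that plate plus 3 SD, cut at about 28% in these data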;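 note: cells challenged with S1P at its EC80 of 0.8 µM; blue over green emission ratio from cleaved BLA substrate after 4 h stimulation; 0% = S1P-stimulated wells and 100% = unstimulated DMSO-only wells; some compounds past the cut are filed as inactive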
# ROMK primary: modulators of human ROMK potassium channel | B-score at 10 µM | hit rate 2% among 130,000 | Tet-inducible ROMK, thallium flux fluorescence; actives lie on both sides | P48048;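 active = signal ratio slope over the read window, or its plate-corrected B-score, at least 3 SD from the plate mean, either direction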;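 note: B-score of the F/F0 ratio slope over 7 to 12 s after thallium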
# TR-FRET SRC-2 ct: counter-screen for PPARgamma SRC-2 recruitment agonists: TR-FRET artefact; AID 1049; active compounds read high; hit rate 0.4% among 200,000; TR-FRET ratio at 8 µM; in the data active = TR-FRET ratio above about 2000; note: inactives centre near 1500; reference of the scale not given here
# An asterisk follows results filed as active; . = not tested or not shown.
SMILES,PPARg SRC-3 ag,PPARg SRC2 recr,PPARg SRC1 recr,S1P3 antagonist,ROMK primary,TR-FRET SRC-2 ct
CC1=C(C(=O)Nc2ccccc2)S(=O)(=O)CCO1,.,.,.,3,0.94,.
COc1cc(/C=C/c2nc3ccccc3c(=O)n2-c2cccc(O)c2)ccc1O,.,.,.,15,-1.1,.
Cc1ccc(-n2c(O)c(C=NCc3ccco3)c(=O)[nH]c2=S)cc1C,.,.,.,-12,0.14,.
CC(=NCc1ccc2c(c1)OCO2)c1c(O)n(-c2ccccc2)c(=O)[nH]c1=O,.,.,.,16,0.16,.
Cc1[nH]c2ccccc2c1CCN,2,1,-2,.,.,1537
Cc1nn(C)cc1/C=C1/CC2C3CC=C4CC(O)CCC4(C)C3CCC2(C)C1=O (stereo unspecified),-13,4,0,.,.,1586
CCc1nc2ccc(Br)cc2c(=O)n1-c1ccccc1C(F)(F)F,6,-7,-1,.,.,1520

# Two successive compounds from above, for reference:
SMILES,PPARg SRC-3 ag,PPARg SRC2 recr,PPARg SRC1 recr,S1P3 antagonist,ROMK primary,TR-FRET SRC-2 ct
Cc1ccc(-n2c(O)c(C=NCc3ccco3)c(=O)[nH]c2=S)cc1C,.,.,.,-12,0.14,.
CC(=NCc1ccc2c(c1)OCO2)c1c(O)n(-c2ccccc2)c(=O)[nH]c1=O,.,.,.,16,0.16,.

# 3 of the compounds above, with each value named.
Cc1ccc(-n2c(O)c(C=NCc3ccco3)c(=O)[nH]c2=S)cc1C
  PPARg SRC-3 ag = . | PPARg SRC2 recr = . | PPARg SRC1 recr = . | S1P3 antagonist = -12 | ROMK primary = 0.14 | TR-FRET SRC-2 ct = .

CC(=NCc1ccc2c(c1)OCO2)c1c(O)n(-c2ccccc2)c(=O)[nH]c1=O
  PPARg SRC-3 ag = . | PPARg SRC2 recr = . | PPARg SRC1 recr = . | S1P3 antagonist = 16 | ROMK primary = 0.16 | TR-FRET SRC-2 ct = .

Cc1[nH]c2ccccc2c1CCN
  PPARg SRC-3 ag = 2 | PPARg SRC2 recr = 1 | PPARg SRC1 recr = -2 | S1P3 antagonist = . | ROMK primary = . | TR-FRET SRC-2 ct = 1537

# Some of the compounds tested (hit frequency here may not be typical).
